Lipid storage S3 – qHTS Assay for Lipid Storage Modulators in Drosophila S3 Cells; Drosophila S3 cells, BODIPY lipid droplet fluorescence, 18-24 h; cells fed with added oleic acid; Potency in µM for hits, for the others lipid storage change, negative = inhibition, % at the top dose, mostly 46.1 µM; 320,000 compounds, 0.64% hits; AID 2685; active = well fitted inhibition curve with a large enough effect in the signal ratio, with a control signal flat, not every such curve was filed as active; inconclusive = small, poorly fitted or top-dose-only effect, or effect the other way, or a change in a side signal; the % refers to the signal ratio
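Drosophila S3 cells got compounds at several concentrations plus oleic acid (400 uM solution). Laser-scanning cytometry with 488 nm excitation read lipid droplets at 500-530 nm and cells at 575-640 nm. Percent activity was relative to 20 uM Triacsin C.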
Lipid storage S3 cell count max – recorded beside Lipid storage S3, whose call it bears; cell number change, %; measured here: cell count max response;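 cells counted by Cell Tracker Red CMTPX staining in the red channel; peak over a dose series mostly up to 46.1 µM; percent activity relative to internal control wells on each plate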
Starred values were filed as active, the others as inactive; i = inactive; u = inconclusive; x = not tested or not shown. % is set by controls: 0 for no effect and ±100 for the full control effect; potency is the fitted concentration of half-maximal effect. The list is partial; count on the stated rates, not on these rows.

nr	compound	Lipid storage S3 cell count max	Lipid storage S3
1	COc1ccc(C(=O)OCC(=O)Nc2c(C)cccc2C)cc1	x	u
2	CCOc1ccccc1OCC(=O)Nc1ccccc1C(=O)NC1CC1	x	u
3	COCCCN1C(=O)C(=O)/C(=C(/O)c2ccc(S(=O)(=O)N3CCOCC3)cc2)C1c1ccc(C(C)C)cc1 (centres undefined)	-9	18%
4	CN(C)c1ccc(/C=N/n2c(-c3cccnc3)n[nH]c2=S)cc1	x	u
5	NC(=O)c1nsc(C(=O)N(CCCN2CCOCC2)C(C(=O)NC2CCCCC2)c2ccc(Cl)cc2)c1N (centres undefined)	x	u
6	O=C(CCC(=O)N1CCN(c2cccc(Cl)c2)CC1)N1CCN(c2ccccc2)CC1	5	i
7	C/C(=N\NC(=S)NC1CCCCC1)c1cccc(Br)c1	-4	4%
8	Cc1ccc(/C=c2\sc3nc(-c4cccnc4)nn3c2=O)cc1	13	-2%
9	CN(C)/C=N/c1sc2c(c1C#N)CCCCC2	14	0%
10	COc1ccccc1CN1C[C@@H]2C[C@@H](c3ccccc3OC)N3CCC[C@@]23C1=O	10	3%
11	Cc1ccc(C(=O)Oc2cc(C)n(C)c(=O)c2)cc1	x	u
12	C/C(=N\Nc1nc(C)cc(=O)[nH]1)C1CC1	0	-3%
13	COC(=O)c1cc(OC)c(OC)cc1NC(=O)Cc1ccccc1[N+](=O)[O-]	-6	-14%
14	CCN(CC)S(=O)(=O)c1ccc(OC)c(NC(=O)c2cc(C)on2)c1	x	i
15	CCN(CC(=O)NC1CCS(=O)(=O)C1)S(=O)(=O)c1ccc2ccccc2c1 (centres undefined)	x	u
16	CCOC(=O)N1CCN(S(=O)(=O)c2cc3c(cc2C)NC(=O)CO3)CC1	x	u
17	CC(=O)c1ccc(Nc2cc(C)nc3nc(C)nn23)cc1	x	u
18	COc1ccc2oc(=O)c(-c3nc(C)cs3)cc2c1	x	u
19	Cc1ccc2nc(NNC(=O)c3ccc4c(c3)OCCO4)sc2c1	x	u
20	Cc1cccc(N(CC(=O)NC(C)C)C(=O)CCC(=O)Nc2ccccn2)c1	6	6%
21	CCOc1ccc(-c2nnc(SCc3nc4ccccc4[nH]3)n2N)cc1	x	u
22	CCOC(=O)c1ccc(N2C(=O)C3CC=C(C)CC3C2=O)cc1 (centres undefined)	x	u
23	Cc1cc(C(=O)NC2Cc3ccccc3C2)c(C)o1	x	u
24	O=C(NCCn1cccn1)C1CCC(=O)N(CCc2cccc(F)c2)C1 (centres undefined)	x	u
25	COCCNC(=O)c1cccc(C)c1[N+](=O)[O-]	6	16%
26	COc1cccc(-c2cc(C(=O)Nc3nc4ccccc4s3)c3ccccc3n2)c1	x	u
27	CC(C)(C)NC(=O)CSc1nc2[nH]ncc2c(=O)[nH]1	x	u
28	O=C(N/N=C/c1ccc([N+](=O)[O-])o1)c1cc(-c2ccncc2)nc2ccccc12	-13	-6%
29	CCc1nnc(NS(=O)(=O)c2ccc(NS(=O)(=O)c3ccccc3[N+](=O)[O-])cc2)s1	x	-23%
30	COc1cc(OC)cc(-c2c(C#Cc3ccsc3)c3cc(-c4cnc(OC)nc4)ccc3n2C)c1	-16	14%

Additional records
nr	compound	Lipid storage S3 cell count max	Lipid storage S3
31	CCN=C1S/C(=C\c2cc(Br)c(O)c(OC)c2)C(=O)N1CC	-11	-25%
32	CN(Cc1ccccc1)C(=S)NC(=O)C1CCCCC1	15	4%
33	COCCNC(=S)N/N=C/c1ccc(OCc2ccc(C(=O)OC)cc2)c(OC)c1	x	u
34	Cc1ccc(C)c(N2N=C(C(=O)OCC(=O)N(C)c3ccccc3)CCC2=O)c1	x	u
35	CCn1c2ccccc2n2c(=O)c(=O)n(CC(=O)Nc3ccc(C(C)C)cc3)nc12	x	u
36	CC(C)Nc1nc(SCC(=O)Nc2ccccc2)nc(N2CCOCC2)n1	x	u
37	CC(=O)Nc1cc2c(cc1C(=O)C(C)C)OCCO2	x	u
38	CC(C)(C)OC(=O)N1CC(O)CC1C(=O)OCC(=O)c1ccc(Cl)cc1 (centres undefined)	x	u
39	COc1ccc(OCc2cnc(Cl)s2)cc1	12	-2%
40	CC#CC(=O)N1CCC(CCC(=O)N(C)Cc2ccccc2)CC1	10	26%
41	O=C(/C=C\Nc1ccccc1Br)c1ccc2c(c1)OCO2	-9	-20%
42	O=C(Nc1nc(-c2cccs2)cs1)c1ccc(Cl)cc1	9	i
43	CC(C(=O)N1CCN(Cc2ccccc2)CC1)n1ncn2cccc2c1=O (centres undefined)	x	u
44	CCCCCn1c(N)c(-c2nc3ccccc3o2)c2c([N+](=O)[O-])nn(C)c(=O)c21	11	12%
45	COc1ccc(-c2nc3c(c(=O)[nH]c(=O)n3Cc3ccccc3)n2C)cc1	26	i
46	COc1ccc(S(=O)(=O)N(C)CC(=O)NC2CC2)cc1	x	u
47	NC(=O)c1oc2ccc(Cl)cc2c1NC(=O)CN1CCOCC1	x	u
48	FC(F)(F)c1ccccc1-n1ccnc1	x	u
49	COc1ccc(C2Nc3ccccc3C(=O)N2c2ccc(Cl)cc2)cc1Cn1cc([N+](=O)[O-])cn1 (centres undefined)	x	u
50	O=C(NCc1cccnc1)/C(=C/c1ccc(Cl)cc1)NC(=O)c1ccccc1	x	u
51	CCC(C(=O)Nc1cnccn1)c1ccccc1 (centres undefined)	x	i
52	COc1ccc(/C=C\C(=O)NCC(=O)N/N=C/c2ccc(O)cc2O)cc1	-10	-5%
53	Fc1ccccc1Nc1nc2c(s1)CCc1ccccc1-2	x	u
54	COc1cc(NC(=O)c2cccnc2)c(Cl)cc1NC(=O)c1ccccc1	17	10%
55	O=C(CCCCn1c(=O)c2ccccc2n(Cc2ccc(F)cc2Cl)c1=O)NCc1ccco1	x	i
56	CC(C(=O)N1CCN(Cc2ccccc2)CC1)c1ccc([N+](=O)[O-])cc1 (centres undefined)	0	-5%
57	Cc1ccsc1/C=N/n1c(=S)[nH]nc(C)c1=O	x	u
58	O=C(NCC(c1cccs1)N1CCc2ccccc21)c1ccccc1 (centres undefined)	x	u
59	C1CCCCCC(=NNc2nn[nH]n2)CCCCC1	x	u
60	O=C(NC1CCCCC1)N(Cc1nc2ccccc2c(=O)[nH]1)C1CCCCC1	x	u

Later entries
nr	compound	Lipid storage S3 cell count max	Lipid storage S3
61	CSc1ccc(/C=C/C(=O)OCC(=O)NC2CC2)cc1	x	u
62	O=C(NN=C1CCCC1)c1[nH]c2ccc(Cl)cc2c1-c1ccccc1	x	u
63	O=c1[nH]cnc2nc(-c3ccccc3)c(-c3ccccc3)nc12	-12	-7%
64	O=C(c1ccccc1)c1ccc(OCCCN2CCCCC2)cc1	x	u
65	CC(C)C(OC(=O)Cn1nnc2ccccc21)C(=O)NC1CCCC1 (centres undefined)	x	u
66	COc1ccccc1-n1c(C)nnc1SCC(N)=O	x	u
67	Cc1ccc(N=Nc2ccc(O)c3ncccc23)cc1	-12	0%
68	CC(=O)Nc1ccc(NC(=O)CCC(=O)NCCO)cc1	x	u
69	CCN(C(=O)CN1C(=O)c2ccc([N+](=O)[O-])cc2C1=O)C1CCS(=O)(=O)C1 (centres undefined)	x	u
70	COc1ccc(C(=O)N2c3ccccc3C(=O)OC2c2ccc3c(c2)OCO3)cc1 (centres undefined)	-10	i
71	O=C(c1cc(N2C(=O)C3C4CCC(C4)C3C2=O)ccc1Cl)N1CCN(c2ccccc2)CC1 (centres undefined)	7	2%
72	Cc1ccnc(N2CCC(C(=O)Nc3ccc4c(c3)OCCO4)CC2)n1	12	21%
73	Cn1c(=O)c2cc(S(=O)(=O)NCCC(=O)NCCC3=CCCCC3)ccc2n(C)c1=O	x	u
74	CNc1sc(C(=O)c2ccc(F)cc2)c(N)c1-c1nc2ccccc2s1	x	u
75	O=C(N1CCN(c2ccccc2)CC1)C1(S(=O)(=O)c2ccc(Cl)cc2)CC1	x	u
76	O=C(Nc1nc2ccc(Cl)cc2s1)c1ccc(Br)o1	x	i
77	O=C(O)C1CC=C(Cl)CC1C(=O)NCc1ccccc1 (centres undefined)	x	u
78	Cc1ccccc1NC(=O)c1ccc(CSc2ncccn2)cc1	-1	-3%
79	CC1(C)Cc2c(c(=S)nc(-c3ccccc3)n2CCN2CCOCC2)CO1	6	-1%
80	O=S(=O)(c1ccc2ccccc2c1)N1CCN(S(=O)(=O)N2CCCCC2)CC1	x	u
81	COc1ccc(CCNC2=C(Cl)C(=O)N(CCc3ccc(OC)c(OC)c3)C2=O)cc1OC	x	u
82	CSc1nsc(SC)c1C(=O)Nc1ccc(C)cc1	-14	21%
83	COC(=O)/C=C/C(=O)Nc1cccc(C(F)(F)F)c1	x	u
84	COc1cnn(C(C)(C)C)c(=O)c1Cl	3	-11%
85	Cc1nc(SCC#N)c2c(C)c(C)sc2n1	x	i
86	CN(C)CCNCc1ccccc1OC1CCCC1	x	u
87	COc1ccc(C(=O)Nc2cccc(C(=O)O)c2)cc1S(=O)(=O)N1CCCC1	x	u
88	CCN(CC)C(=O)C(=O)N/N=C/c1cccc(Br)c1	x	21%
89	CC12CCC(C(=O)N3CCN(C(c4ccccc4)c4ccccc4)CC3)(OC1=O)C2(C)C (centres undefined)	-10	i
90	Cc1cccc(NC(=O)CCC(=O)Nc2nnc(C(F)(F)F)s2)c1	x	u

Gathered by group: the entries above with bromine
nr	compound	Lipid storage S3 cell count max	Lipid storage S3
7	C/C(=N\NC(=S)NC1CCCCC1)c1cccc(Br)c1	-4	4%
31	CCN=C1S/C(=C\c2cc(Br)c(O)c(OC)c2)C(=O)N1CC	-11	-25%
41	O=C(/C=C\Nc1ccccc1Br)c1ccc2c(c1)OCO2	-9	-20%
76	O=C(Nc1nc2ccc(Cl)cc2s1)c1ccc(Br)o1	x	i
88	CCN(CC)C(=O)C(=O)N/N=C/c1cccc(Br)c1	x	21%

The list goes on:
nr	compound	Lipid storage S3 cell count max	Lipid storage S3
91	O=C(NC(=S)Nc1ccc(S(=O)(=O)Nc2nccs2)cc1)c1ccccc1F	13	1%
92	Cc1cccc(-n2c(C)cc(/C=N/NC(=O)c3cccc([N+](=O)[O-])c3C)c2C)c1	x	u
93	CC(C)/C=N/Nc1nc2c(c(=O)n(C)c(=O)n2C)n1C	-5	-8%
94	CCCCOc1ccc(C(=O)N/C(=C\c2cccc([N+](=O)[O-])c2)C(=O)OCc2ccco2)cc1	12	8%
95	O=C(CSC(=S)N1CCOCC1)Nc1ncc2c(n1)CC(c1ccco1)CC2=O (centres undefined)	x	u
96	CCCN(CC1CCCO1)C(=O)CCc1nnc(CCc2ccc(OC)cc2)o1 (centres undefined)	x	u
97	CNC(=O)c1nc[nH]c1C(=O)NC	x	u
98	O=C(COc1ccc(Cl)cc1)NNC(=O)c1ccccn1	0	-11%
99	OC1(C(F)(F)F)CC(O)(C(F)(F)F)n2nc(-c3ccccc3)cc2N1 (centres undefined)	x	u
100	O=C(COC(=O)c1cccnc1Nc1cccc(C(F)(F)F)c1)NCc1ccc2c(c1)OCO2	1	-11%
101	CCOC(=O)N1CCN(CC(=O)Nc2ccc(F)cc2)CC1	26	i
102	CC(=O)Nc1ccc(N2S(=O)(=O)c3ccccc3S2(=O)=O)cc1	17	i
103	COc1ccc(-n2c(Cc3cccn3C)nnc2SCC(=O)NCc2ccco2)cc1	6	-3%
104	Oc1ccc(/C=N/Nc2ccc(C(F)(F)F)cn2)c(O)c1	x	u
105	Cc1cccc(CCN(C(=O)c2csnn2)C(C(=O)NC2CCCC2)c2ccco2)c1 (centres undefined)	x	u
106	COC(=O)[C@@]1(Cc2ccc(OC)cc2)[C@H]2c3cc(C(=O)N4CCCC4)n(Cc4ccc(C)o4)c3C[C@H]2CN1C(=O)c1ccccc1	x	u
107	O=C(Cc1c(F)cccc1Cl)Nc1ccncc1	x	u
108	c1ccc(COC(CN2CCCCCC2)CN2CCCCCC2)cc1	-17	-6%
109	CN(C)c1ccc(NC(=O)CCN2CCN(c3ccccn3)CC2)cc1	x	i
110	COc1ccc(C)cc1NC(=S)N1CCN(c2ncccn2)CC1	x	6%
111	Cc1cc(C)nc(NNC2=CC(=O)CC(C)(C)C2)n1	x	u
112	CC1CCN(C(=O)C(=O)c2cn(CC(=O)N3CCCC3)c3ccccc23)CC1	x	u
113	CC(C)(C)c1ccc(C(=O)Nc2cccnc2)cc1	x	u
114	CCOc1ccc(S(=O)(=O)NCCC(=O)NCCCSc2ccccc2)cc1	x	u
115	CS(=O)(=O)c1cccc(C(=O)OCC(=O)NCc2cccs2)c1	5	7%
116	CCC(C)n1ncn(-c2ccc(N3CCN(c4ccc(O)cc4)CC3)cc2)c1=O (centres undefined)	x	u
117	CC(=O)Nc1ccc(S(=O)(=O)N(C)CC(=O)OCC(=O)N2CCc3ccccc32)cc1	-7.1*	21µM*
118	CCOc1ccc(N2C(=O)CC(Sc3nc(C)cc(C)c3C#N)C2=O)cc1 (centres undefined)	x	u
119	CCc1ccc(C(=O)Nc2ccc3c(c2)n(C)c(=O)n3C)cc1	-20	-16%
120	COc1ccc(NC(=O)NNC(=O)COc2ccc(Cl)cc2C)cc1OC	11	-18%
121	COc1ccc(OCC(=O)NNC(=S)NC(=O)c2ccc(Br)o2)cc1	-9	-18%
122	CCOc1ccccc1Nc1ccnc2cc(Cl)ccc12	13	23%
123	O=C(COc1cccc(C(F)(F)F)c1)Nc1ccc2[nH]ncc2c1	-8	i

Screening results: PubChem, National Center for Advancing Translational Sciences (NCATS)
